BAZ2B block = qHTS Assay for Inhibitors of BAZ2B; AlphaScreen BAZ2B-H3K14Ac peptide displacement; Potency, µM (titrated, usually from 114 µM), for inactives: at the highest dose activity change, negative = inhibition, hits mostly inhibitors; 4.4% of 360,000 active; AID 504333, 2011; further: potency means the concentration at half of the fitted maximal effect; on the % scale 0 is the no-effect control and ±100 the full control effect; nearly all actives have a fitted effect of over 60% in size
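In this displacement format the biotinylated H3(5-23) peptide acetylated at Lys14 serves as ligand at 50 nM, with BAZ2B at 50 nM in PBS pH 7.4 containing 0.01% Tween-20. Donor and acceptor beads are 10 ug/mL final.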
GLS inhibitor = qHTS for Inhibitors of Glutaminase (GLS); Glutaminase kidney isoform, mitochondrial (Homo sapiens), O94925; GLS enzymatic activity, qHTS titration; Potency, µM (doses to about 45.5 µM), without a hit: at the highest dose activity change, negative = inhibition, hits mostly inhibitors; 0.21% of 410,000 active; AID 624170, 2012; further: potency means the concentration at half of the fitted maximal effect; on the % scale 0 is the no-effect control and ±100 the full control effect
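Coupled fluorescence readout: glutamate oxidase/HRP/Amplex Red detect glutamate formed by hKGA from L-glutamine (1 mM solution added). Buffer 45 mM KH2PO4 pH 8.2, 0.02% Tween-20; reads at t0 and 30 min RT.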
ALOX12 inh = Primary qHTS assay for inhibitors of human arachidonate 12S-lipoxygenase (ALOX12): Round 2. Polyunsaturated fatty acid lipoxygenase ALOX12 (Homo sapiens), P18054. purified 12hLO, xylenol orange hydroperoxide absorbance. Potency, µM (doses to about 108 µM), for inactives: at the highest dose activity change, negative = inhibition, actives largely listed as inhibitors. 1.1% of 580,000 active. AID 1671190, 2021; further: potency means the concentration at half of the fitted maximal effect; on the % scale 0 is the no-effect control and ±100 the full control effect
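Purified human 12hLO (150 nM final) in 25 mM Hepes, 0.01% Triton X-100, pH 7.0 was preincubated 15 min at room temperature with compound. Then 40 uM arachidonic acid was added, 30 min. Hydroperoxide was read by Fe-XO absorbance ratio 573/405 nm.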
JMJD2A Tudor inh = qHTS Assay for Inhibitors of JMJD2A-Tudor Domain; Lysine-specific demethylase 4A (Homo sapiens), O75164; AlphaScreen JMJD2A-Tudor / H3K4me3 peptide binding; Potency, µM (titrated, usually from 114 µM), inactives show at the highest dose activity change, negative = inhibition, most hits filed as inhibitors; 4.4% of 390,000 active; AID 504339, 2011; further: potency means the concentration at half of the fitted maximal effect; on the % scale 0 is the no-effect control and ±100 the full control effect; nearly all actives have a fitted effect of over 50% in size
G9a block = qHTS Assay for Inhibitors of Histone Lysine Methyltransferase G9a; Histone-lysine N-methyltransferase EHMT2 (Homo sapiens), Q96KQ7; G9a H3K9 monomethylation, AlphaScreen, 2 h; Potency, µM (top dose mostly 102 µM), inactives show at the highest dose activity, negative = inhibition, actives largely listed as inhibitors; 8.8% of 350,000 active; AID 504332, 2011; further: potency means the concentration at half of the fitted maximal effect; on the % scale 0 is the no-effect control and ±100 the full control effect; nearly all actives have a fitted effect of over 75% in size
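Enzyme 20 nM + cpd, 15 min RT; add b-H3K9 pep 500 nM / SAM 20 uM; 2 h RT; anti-H3K9me1 Ab 0.5 ug/mL + SA donor / anti-rabbit acceptor beads 20 ug/mL each, 10 min; AlphaScreen read.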
RGS4 inhibitor = Inhibitors of Regulator of G Protein Signaling (RGS) 4: qHTS; Transcreener GDP fluorescence polarization, RGS4-accelerated GTP hydrolysis; Potency, µM (titrated, usually from 114 µM), for inactives: top-dose activity change, negative = inhibition, actives largely listed as inhibitors; 0.039% of 390,000 active; further: potency means the concentration at half of the fitted maximal effect; on the % scale 0 is the no-effect control and ±100 the full control effect; nearly all actives have a fitted effect of over 75% in size; some results filed as inactive show a strong effect at the top dose
Target sequence (P49798 whole entry, looked up): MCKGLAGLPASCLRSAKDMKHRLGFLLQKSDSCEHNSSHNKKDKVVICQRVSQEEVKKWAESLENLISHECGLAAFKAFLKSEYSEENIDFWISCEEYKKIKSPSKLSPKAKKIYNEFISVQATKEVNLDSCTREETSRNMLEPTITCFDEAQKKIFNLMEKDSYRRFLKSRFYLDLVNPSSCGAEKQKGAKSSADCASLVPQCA
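MLSMR compounds (23 nl, pin-transferred) preincubated 10 min at room temperature with a 500nM (2x) first reagent, then RGS4 at 900nM (2x) plus Transcreener GDP mix added; fluorescence polarization (620/688 nm) read before and after 90 min at 30 °C.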
HP1b chromo inh = HTS for Inhibitors of HP1-beta Chromodomain Interactions with Methylated Histone Tails | Chromobox protein homolog 1 (Homo sapiens), P83916 | AlphaScreen HP1-beta / biotin-H3K9me3 peptide binding | Potency, µM (doses to about 114 µM), for inactives: at the highest dose activity change, negative = inhibition, most hits filed as inhibitors | 0.56% of 390,000 active | AID 540317, 2011; further: potency means the concentration at half of the fitted maximal effect; nearly all actives have a fitted effect of over 70% in size; inactives centre near 23
Target sequence (P83916 whole entry, looked up): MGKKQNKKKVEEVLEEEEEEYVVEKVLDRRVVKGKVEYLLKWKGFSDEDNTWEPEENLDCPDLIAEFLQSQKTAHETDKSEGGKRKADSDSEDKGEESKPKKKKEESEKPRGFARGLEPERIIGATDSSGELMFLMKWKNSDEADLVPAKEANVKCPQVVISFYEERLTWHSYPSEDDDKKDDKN
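HP1-beta protein (50 nM final) preincubated 30 min at room temperature with biotinylated H3(1-18)K9me3 peptide (50 nM) in PBS pH 7.4, 0.01% Tween-20, then compound added for 30 min. AlphaScreen streptavidin donor/nickel chelate acceptor beads (10 ug/mL final), 30 min dark, luminescence read.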
ERG-DNA inh = qHTS for Small Molecule Inhibitors of the ERG Ets/DNA interaction; Transcriptional regulator ERG (Homo sapiens), P11308; fluorescence polarization, His-ERG Ets domain / labelled DNA; Potency, µM (top dose mostly 76.9 µM), inactives show top-dose FP activity, negative = inhibition, usual class: inhibitors; 0.028% of 370,000 active; AID 624246, 2012; active means well fitted inhibition curve with a large enough effect in the polarisation, with a control signal flat; inconclusive means small, poorly fitted or top-dose-only effect, or effect the other way, or a change in a side signal; inactive means no such curve, though single readings can be large or run the other way; the % refers to the polarisation;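 further: polarization taken with two DNA probes labelled with fluorescein and Texas red; potency means the concentration at half of the fitted maximal effect; % of control where 0% means no effect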
Target sequence (P11308 whole entry, looked up, the tested form may be a part): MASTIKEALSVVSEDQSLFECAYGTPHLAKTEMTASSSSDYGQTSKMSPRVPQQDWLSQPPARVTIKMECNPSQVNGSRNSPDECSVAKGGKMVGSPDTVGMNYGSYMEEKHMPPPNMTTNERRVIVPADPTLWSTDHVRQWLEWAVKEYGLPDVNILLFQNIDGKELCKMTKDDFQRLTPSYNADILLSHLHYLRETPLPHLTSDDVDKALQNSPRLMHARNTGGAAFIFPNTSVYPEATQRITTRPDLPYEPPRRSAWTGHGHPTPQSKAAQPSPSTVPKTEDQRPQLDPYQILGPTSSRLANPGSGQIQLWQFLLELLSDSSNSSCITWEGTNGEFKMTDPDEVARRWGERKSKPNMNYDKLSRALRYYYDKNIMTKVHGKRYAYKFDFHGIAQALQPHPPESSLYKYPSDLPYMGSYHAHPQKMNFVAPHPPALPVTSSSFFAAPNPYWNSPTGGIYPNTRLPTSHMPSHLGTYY
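His-tagged ERG Ets domain (1 uM in the protein solution; 300mM KCl, 50mM Tris-HCl, 1mM EDTA, 1mM DTT, pH 7.5) received compound, then a probe mix of 5 nM fluorescein-DNA and 100nM Texas-615-DNA. Fluorescence polarization was read for both dyes.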
PI4K2A block = qHTS for small molecular inhibitors of PI4K2A; 0.13% of 420,000 active; purified PI4K2A, ADP-Glo luminescence, 1 h; active compounds read low; Phosphatidylinositol 4-kinase type 2-alpha (Homo sapiens), Q9BTU6; activity change, negative = inhibition, % at 76.9 µM; in the data active means activity change below about -50%; inconclusive means mostly about -30% to -49%;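 further: -100% = wells without enzyme as full effect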
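PI4K2A activity was measured by ADP-Glo luminescence: enzyme (4 ug/mL stock) and phosphatidylinositol (1.2 mM stock) in Tris pH 7.5/MgCl2/EGTA/Triton X-100 buffer were reacted with ATP (300 microM stock) for one hour at ambient temperature.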
Active calls of the source: *; u = inconclusive; x = no result given; & = joins results of further samples; [ ] = remark or other dose. Unless noted, the call rests on the fitted dose curve; in most records, active means well fitted curve in the direction sought with a large enough effect; inconclusive means small, poorly fitted or top-dose-only effect, or another doubt; inactive means no such curve, though single readings can be large; an effect the other way counts as inactive or inconclusive.

SMILES	BAZ2B block	GLS inhibitor	ALOX12 inh	JMJD2A Tudor inh	G9a block	RGS4 inhibitor	HP1b chromo inh	ERG-DNA inh	PI4K2A block
CCOC(=O)N1CCN(C(=O)c2ccc(C#CC3(O)CCCCC3)cc2)CC1	-7%	-9%	-4%	-10%	-9%[12.7 µM]	-19%	27%	12%	-3
CC(=O)Nc1ccc(C(=O)NNC(=O)c2cccs2)cc1	6%	5%	-16%	-5%	5%	0%	29%	6%	2
CNc1nccc(-c2ccc(F)cc2)c1C#N	-30%	12%	-5%	3%	0%	-17%	48%[activator]	-2%	-5
Cc1ccc(C(=O)NCC(=O)OCC(=O)Nc2ccccc2[N+](=O)[O-])cc1	-2%	-9%	2%	-13%	11%[59 µM]	-17%[11.4 µM]	1%	7%	3
Cc1ccc(CNC(=O)C2CCN(S(=O)(=O)c3cccs3)CC2)o1	2%	5%	-3%	-26%	8.9µM*	-33%	-24%	-1%	-3
O=C(CN1C(=O)S/C(=C\c2ccccc2)C1=O)NCCCn1ccnc1	u	-1%	3%	u	35µM*	-22%	30%	4%	-6
COc1ccc(NC(=O)C(CCCCNC(=O)OC(C)(C)C)NC(=O)OCc2ccccc2)cc1 (stereo not drawn)	u	4%	u	u	3.5µM*	-25%	1%	-6%	-2
CCOC(=O)c1c(C)[nH]c(C(=O)COC(=O)c2cccnc2Cl)c1C	x	2%	87%[activator]	-8%	x	22%	21%	-1%	6
C#CCOCCOCCOCCNc1nc(N2CCN(C(=O)[C@H]([C@@H](C)CC)n3cc(CCCN=C(N)N)nn3)CC2)nc(N2CCN(C(=O)[C@H](Cc3ccc(O)cc3)n3cc(CCO)nn3)CC2)n1	u	12%	u	u	45µM*	4%	28%	7%	-10
O=C(N/N=C/C=C/c1ccccc1)c1ccc(Br)cc1	11%	6%	11%	-6%	-5%	7%	23%	0%	2
CCC(=O)N1CCc2cc(S(=O)(=O)CCC(=O)Nc3ccc(OC)c(OC)c3)ccc21	-18%	-3%	-7%	-2%	16%	17%[11.4 µM]	44%[activator]	-1%	-3
CC1(C)CCc2cc(S(=O)(=O)N3CCN(S(=O)(=O)c4c(F)cccc4F)CC3)ccc2O1	x	-1%	-29%	-20%&-12%&-18%	x	0%	25%	x	2
OCCC1CN(Cc2cccc3nccnc23)CCN1C1CCCC1 (stereo not drawn)	-18%	1%	0%	-16%	13%	44%	43%[activator]	4%	-4
COc1ccc(OC)c(S(=O)(=O)N2CCN(Cc3ccccc3)CC2)c1	-9%	-6%	0%	1%	x	2%	28%	14%	1
CCOC(=O)c1cc(CC)sc1NC(=O)C(c1ccccc1)c1ccccc1	10%	2%	-1%	24%	65%[activator]	9%	55%	-5%	8
OCC(O)C(O)C(O)C(O)c1nc2ccccc2[nH]1 (stereo not drawn)	-10%	1%	-6%	-10%[11.4 µM]	-14%	-1%	47%[activator]	6%	2
CC(=O)NC1(C(F)(F)F)C(=O)Nc2c1c(=O)[nH]c(=O)n2Cc1ccco1 (stereo not drawn)	-39%	0%	u	-20%	-20%[59 µM]	16%	28%	-6%	1
COc1cc(NC(=O)c2ccccc2[N+](=O)[O-])c(C(=O)O)cc1OC	-24%	7%	-3%	-20%	-45%	-11%	33%	5%	3
Cc1ccc(NC(=O)C(C)OC(=O)/C=C/c2ccccc2)cc1S(=O)(=O)N1CCOCC1 (stereo not drawn)	-27%	-20%	u	-18%	u	-15%	22%	9%	-12
Cc1ccc(-n2c(SCc3nc4ccccc4c(=O)[nH]3)nnc2-c2ccccc2O)cc1	9%	15%	-19%	-6%	18%[59 µM]	0%	33%	6%	-2
O=C(c1ccccc1)N1CCN(C(=O)c2ccc([N+](=O)[O-])cc2)CC1	-4%	-3%	-3%	3%	0%[59 µM]	-3%	29%	-1%	-6
CC(NC(=O)c1ccc2c(c1)OCO2)C1CCCO1 (stereo not drawn)	10%	9%	-3%	-12%	14%[12.7 µM]	33%	7%	-3%	-11
Cc1cc(O)c(Oc2cc(C)cc(O)c2O)c(O)c1	u	u	u	40µM*	0.89µM*	-27%	u	0%	-2
O=C(NCCCO)C(=O)NCC1OCCCN1S(=O)(=O)c1cccs1 (stereo not drawn)	-1%	-3%	0%	-4%	41%	1%	46%[activator]	-6%	1
c1ccc(-c2c[n+]3c(n2-c2ccccc2)SCC3)cc1	3%	4%	3%	u	10%	-1%	22%	2%	3
CCCCCC(=O)N1CCN(S(=O)(=O)c2ccc3c(c2)OCCCO3)CC1	-5%	-1%	-22%	-18%	u	-5%	29%	-14%	-4
O=C(NC(c1ccccc1)c1ccccc1)N1CCN(CCO)CC1	-1%	0%	14%	-10%	-5%[59 µM]	-19%	15%	-6%	5
Cc1ccc(S/C=C\C(=O)c2ccccc2)cc1	51%[activator]	-18%	16%	43%[activator]	33%[activator]	u	51%[activator]	-4%	-11
CCCn1c2ccccc2c2nnc(SCC(=O)Nc3cc(C)on3)nc21	21%	9%	0%	-16%	u	24%	22%	-3%	3
Cc1ccc2nc(C(Cl)(Cl)Cl)nc(N/N=C/c3ccncc3)c2c1	20%	1%	2%	-9%	u	12%	31%	18%	-3
COc1ccc(NC(=O)CN(C)C(=O)CCCN2C(=O)c3cccc4cccc(c34)C2=O)cc1	10%	5%	-7%	-16%	u	-44%	7%	3%	-1
Cc1cccc(CNC(=O)c2ccc(NC(=O)C3=CSCCO3)cc2)c1	-17%	-30%	x	20µM*	-9%[59 µM]	-108%[56.9 µM]	8%	-1%	-3
CCN(CCn1cccn1)Cc1c(C(=O)N2CCCCCCC2)nc2ccc(Cl)cn12	-22%	-4%	-10%	-11%	79µM*	-10%	22%	1%	3
O=C(OCCN=C1NS(=O)(=O)c2ccccc21)c1ccccc1F	-2%	-12%	-12%	-12%	18%	4%	-14%	-1%	1
COc1ccc(CNC(=O)C2CCN(C(=O)c3sccc3-n3cccc3)CC2)cc1	u	1%	4%	-22%	-17%	1%[56.9 µM]	44%[activator]	7%	0
CC(=O)NCC(=O)OCC(=O)c1ccc(C)cc1	25%	3%	52%[activator]	-16%	22%[59 µM]	-14%	27%	15%	5
CCCc1cc(=O)oc2c(C)c(OC(C)C(=O)NCc3ccccn3)ccc12 (stereo not drawn)	-13%	2%	16%&-2%	0%	15%	-39%	34%	-5%	-2
CCOc1ccccc1OCCCC(=O)Nc1cccc(S(=O)(=O)N2CCOCC2)c1	-3%	1%	10%	-7%	1%[12.7 µM]	-2%	32%	-12%	4
Cc1cccc(-n2nnc3c(=O)n(Cc4ccccn4)cnc32)c1	x	13%	2%	-9%	-21%	6%	20%	6%	-6
COc1ccc(C(=O)OCC(=O)N2CCC(C)CC2)cc1S(=O)(=O)N1CCOCC1	4%	7%	-27%	1%	-10%	0%	25%	-5%	3

7 structures from above, sorted by SMILES length, low to high.
SMILES	BAZ2B block	GLS inhibitor	ALOX12 inh	JMJD2A Tudor inh	G9a block	RGS4 inhibitor	HP1b chromo inh	ERG-DNA inh	PI4K2A block
Cc1cccc(-n2nnc3c(=O)n(Cc4ccccn4)cnc32)c1	x	13%	2%	-9%	-21%	6%	20%	6%	-6
Cc1cccc(CNC(=O)c2ccc(NC(=O)C3=CSCCO3)cc2)c1	-17%	-30%	x	20µM*	-9%[59 µM]	-108%[56.9 µM]	8%	-1%	-3
CCCc1cc(=O)oc2c(C)c(OC(C)C(=O)NCc3ccccn3)ccc12 (stereo not drawn)	-13%	2%	16%&-2%	0%	15%	-39%	34%	-5%	-2
CCOc1ccccc1OCCCC(=O)Nc1cccc(S(=O)(=O)N2CCOCC2)c1	-3%	1%	10%	-7%	1%[12.7 µM]	-2%	32%	-12%	4
CCN(CCn1cccn1)Cc1c(C(=O)N2CCCCCCC2)nc2ccc(Cl)cn12	-22%	-4%	-10%	-11%	79µM*	-10%	22%	1%	3
COc1ccc(C(=O)OCC(=O)N2CCC(C)CC2)cc1S(=O)(=O)N1CCOCC1	4%	7%	-27%	1%	-10%	0%	25%	-5%	3
COc1ccc(NC(=O)CN(C)C(=O)CCCN2C(=O)c3cccc4cccc(c34)C2=O)cc1	10%	5%	-7%	-16%	u	-44%	7%	3%	-1

The list is partial. The share of hits here may be higher or lower than overall.
